Screens from PubChem BioAssay.
KCNQ2 block: KCNQ2 potassium channel inhibitors, primary screen, cell-based, CHO-K1, FluxOR thallium flux, B-score (AID 2156). O88943. actives 1.1% (n = 310,000). 20 min; hits give low values. B-score at 10 µM;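 active = fluorescence ratio B-score at most minus 3 library SDs, with starting brightness B-score within 2 library SDs, cut at about -5.5 in these data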
Target sequence (O88943 whole entry, looked up): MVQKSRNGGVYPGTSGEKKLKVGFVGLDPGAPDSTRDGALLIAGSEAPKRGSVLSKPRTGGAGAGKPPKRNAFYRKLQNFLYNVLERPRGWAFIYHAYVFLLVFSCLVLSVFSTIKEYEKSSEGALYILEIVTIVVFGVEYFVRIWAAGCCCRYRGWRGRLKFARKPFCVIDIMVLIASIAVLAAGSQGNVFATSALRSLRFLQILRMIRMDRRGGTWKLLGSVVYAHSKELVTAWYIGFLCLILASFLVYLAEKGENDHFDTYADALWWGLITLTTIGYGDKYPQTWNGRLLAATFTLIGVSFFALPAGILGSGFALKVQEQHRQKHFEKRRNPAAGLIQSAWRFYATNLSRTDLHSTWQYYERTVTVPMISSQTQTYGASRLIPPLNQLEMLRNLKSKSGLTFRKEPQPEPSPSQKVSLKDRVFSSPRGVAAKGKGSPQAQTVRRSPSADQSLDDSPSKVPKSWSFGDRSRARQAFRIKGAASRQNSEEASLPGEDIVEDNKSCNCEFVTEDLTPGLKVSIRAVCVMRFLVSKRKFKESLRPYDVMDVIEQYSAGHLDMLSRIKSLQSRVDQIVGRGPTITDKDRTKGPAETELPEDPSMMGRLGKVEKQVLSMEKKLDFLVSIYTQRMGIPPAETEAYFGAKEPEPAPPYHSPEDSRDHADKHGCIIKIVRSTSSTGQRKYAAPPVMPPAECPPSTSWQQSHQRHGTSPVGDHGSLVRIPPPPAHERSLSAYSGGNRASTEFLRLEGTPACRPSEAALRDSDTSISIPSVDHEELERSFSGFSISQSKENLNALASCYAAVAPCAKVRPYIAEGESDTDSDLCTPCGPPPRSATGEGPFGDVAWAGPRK
Kir21 inh: inhibitors of mouse Kir2.1 inward-rectifier potassium channel; AID 1672; B-score at 10 µM; HEK293-Kir2.1, FluxOR thallium flux fluorescence; hits give low values; P35561; actives 0.85% (n = 310,000);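 active = fluorescence ratio B-score at or below minus 3 SD of library scores, with starting-brightness B-score within 2 SD, cut at about -4.2 in these data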;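 also: channel flux triggered by added potassium and thallium sulfate stimulus; B-score of peak minus minimum fluorescence over baseline after thallium stimulus; more negative B-score means stronger Kir2.1 block with less thallium influx; some compounds called inactive have numbers as strong as hits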
Active calls of the source: *; i = inactive.

SMILES | KCNQ2 block | Kir21 inh
COC(=O)C1SCCN1S(=O)(=O)c1ccc(Cl)cc1 (stereo not drawn) | i | 0.86
CC(=O)Nc1ccc(NC(=O)CN(c2cccc(C(C)=O)c2)S(C)(=O)=O)cc1 | i | -1.57
CN(C)c1ccc(/C=N/NC(=O)c2ccc(NC(=O)c3ccccc3)cc2)cc1 | i | -2.77
COC(=O)c1ccc(OC(=O)CCS(=O)(=O)c2ccc(C)cc2)cc1 | i | 0.86
CCOc1ccc2ccccc2c1C1NC(=S)N(C)C(C)=C1C(=O)OC (stereo not drawn) | i | -0.92
O=C(CCNS(=O)(=O)c1ccc(Cl)cc1)OCC(=O)N1CCN(C(=O)c2ccco2)CC1 | i | -0.03
NC(=O)C1CCN(Cc2nnnn2Cc2ccco2)CC1 | i | 1.58
COc1ccc(NC(=S)N/C(=N/CS(=O)(=O)c2ccccc2)c2ccccc2)cc1 | i | -1.47
COC(=O)c1ccc2nc(C3CCCCC3)c3c(c2c1)CCC3 | i | 0.28
COC(=O)c1ccc(C(=O)N(C)C2CCCN(Cc3ccccc3F)C2)cc1 (stereo not drawn) | i | 0.1
O=c1n(Cc2ccc(Cl)cc2)c2sc3c(c2c2ncnn12)CCCC3 | i | 0.6
Cc1ccc(-c2n[nH]c(=S)n2/N=C\c2ccco2)cc1 | i | 0.52
CCOc1cc(C)c(S(=O)(=O)NCCCn2ccnc2)cc1C | i | -0.78
O=C(Nc1ccsc1C(=O)O)c1ccccc1 | i | -0.71
COc1cccc(Nc2cc(N3CCOCC3)c3nonc3c2[N+](=O)[O-])c1 | i | 0.16
COc1ccc(NC(=O)C2CCCNC2)cc1OCC(C)C (stereo not drawn) | i | -0.7
Cc1oc2c(C)c3oc(=O)c(CCC(=O)N[C@@H](CC(C)C)C(=O)O)c(C)c3cc2c1C | i | 2.27
N#Cc1cn(-c2ccccc2)nc1-c1cc2ccccc2oc1=O | i | 0.72
Cc1ccc(C(C(=O)NC2CCCC2)N(C(=O)c2csnn2)c2ccccc2)o1 (stereo not drawn) | i | 2.14
O=C(c1cc([N+](=O)[O-])cc([N+](=O)[O-])c1)N1CCN(C(=O)c2ccco2)CC1 | i | 0.09
COc1cccc(CNS(=O)(=O)c2csc(C(N)=O)c2)c1 | i | -1.77
CCN(CC)C(=O)C(=O)c1cc(C)n(-c2ccc(F)cc2)c1C | i | 2.36
CCCCCCn1ccc(=N)cc1 | i | -0.53
COc1ccc(-c2nncnn2)cc1 | i | 1.23
CCC[C@@H]1C[C@@]1(CCC)[C@@H](NP(=O)(c1ccccc1)c1ccccc1)c1ccc(C(=O)OC)cc1 | i | -0.95

Next section (2 carried over from the part before).
SMILES | KCNQ2 block | Kir21 inh
COc1ccc(-c2nncnn2)cc1 | i | 1.23
CCC[C@@H]1C[C@@]1(CCC)[C@@H](NP(=O)(c1ccccc1)c1ccccc1)c1ccc(C(=O)OC)cc1 | i | -0.95
O=C(Nc1ccccc1C(F)(F)F)N1CCCCCC1 | i | 0.21
COc1ccc(-c2nc(-c3ccncc3)no2)c(OC)c1 | i | -0.43
O=C(CN1CCN(C(=O)C2CCCO2)CC1)Nc1ccc(Br)cc1 (stereo not drawn) | i | -0.88
CC1(C)Oc2ccc3ccc(=O)oc3c2/C(=C/Nc2ccccc2)C1=O | i | 0.06
O=c1nccc(N/N=C/c2ccccc2)[nH]1 | i | -0.04
COC(=O)c1c(NC(C)=O)sc(C(=O)Nc2ccccc2F)c1C | i | -0.14
Cc1ccc(S(=O)(=O)N(CC(=O)N2CCC(C(N)=O)CC2)Cc2ccc(F)cc2)cc1 | i | 3
COCC(=O)Nc1nc(-c2ccccc2)c(C)s1 | i | -0.44
COc1cccc(C2=CC(=O)CC(C)(C)C2)n1 | i | 0.02
COc1cccc(NC(=O)CSc2nnc(CNC(=O)c3ccccc3F)o2)c1 | i | 0.04
Cc1cc(=O)cc(C)n1-c1ccc(F)cc1F | i | 0.07
CCN(CC)C(=O)C1CCCN(Cc2ccccc2C(F)(F)F)C1 (stereo not drawn) | i | 1.46
Cc1cc(C(=O)NCCc2ccccc2)ccc1[N+](=O)[O-] | i | 0.83
C=CCn1c(CNc2ccc(C)cc2)nnc1SCC(=O)N/N=C/c1ccc(O)cc1O | i | -0.02
Cc1ccc(C(=O)NS(=O)(=O)c2ccc(N=NN(C)C)cc2)cc1 | i | -0.1
COc1ccc(COC(=O)CCN=C2NS(=O)(=O)c3ccccc32)cc1F | i | -0.07
Cc1[nH]oc(=O)c1N=Nc1ccccc1 | i | 0.01
O=C(O)CCn1c(-c2ccccc2)cc2ccccc21 | i | -1.76
Cc1ccc[n+](CC(=O)Nc2nc3ccccc3s2)c1 | i | -0.19
O=C(O)CCC(=O)Nc1ccc(C(=O)OCC(=O)c2ccc(Cl)cc2)cc1 | i | -0.3
C/C(=N/NC(=O)CCC(=O)Nc1cccc(Cl)c1)c1ccc(C)cc1 | i | -0.01
CC(C)C(NC(=O)OCc1ccccc1)C(=O)O (stereo not drawn) | i | -1.05
COc1cccc(C(=O)N2c3ccccc3Sc3ccccc32)c1 | i | -0.83
O=C(/C=C/c1ccccc1)Nc1ccc(CN2CCOCC2)cc1 | i | -0.15
COc1ccc(CN2C(=O)CN=C2Nc2cc(C)ccc2C)cc1 | i | 1.14

A second format for 3 compounds above:
KCNQ2 block	Kir21 inh	molecule
i	0.72	N#Cc1cn(-c2ccccc2)nc1-c1cc2ccccc2oc1=O
i	2.14	Cc1ccc(C(C(=O)NC2CCCC2)N(C(=O)c2csnn2)c2ccccc2)o1 (stereo not drawn)
i	0.09	O=C(c1cc([N+](=O)[O-])cc([N+](=O)[O-])c1)N1CCN(C(=O)c2ccco2)CC1

Other records:
SMILES | KCNQ2 block | Kir21 inh
Cc1ccc(-c2nc(C#N)c(NCCCn3ccnc3)o2)cc1 | i | 0.89
O=C(CN1CCN(C(=O)c2ccccc2)CC1)Nc1ccc(Br)cn1 | i | -0.71
CCOC(=O)Nc1ccc2c(c1)N(C(=O)N(CC)CC)c1ccccc1CC2 | i | -0.14
O=C(CS(=O)c1cccc(C(F)(F)F)c1)Nc1ccccc1Cl (stereo not drawn) | i | 0.36
Cc1ccsc1C(=O)OCC(=O)Nc1cccc(S(=O)(=O)N2CCOCC2)c1 | i | 0.28
COc1ccc(-c2nc(CN3CCC(C(=O)N4CCOCC4)CC3)c(C)o2)cc1C | i | 0.49
Cc1cc(NC(=O)Cc2ccccc2[N+](=O)[O-])no1 | i | -0.48
O=C(C[n+]1ccccc1)N1c2ccccc2Sc2ccccc21 | i | 0.27
COc1ccc(-c2cc(CC3(C(=O)O)CCN(C(=O)OC(C)(C)C)CC3)on2)c(OC)c1 | i | 0.09
COc1ccccc1CNC(=O)CNC(=O)c1cn(-c2ccccc2OC)c(=O)c2ccccc12 | i | 0.03
CCOc1ccc2ncc(S(=O)(=O)c3ccccc3)c(N3CCN(c4ccc(OC)cc4)CC3)c2c1 | i | 1.07
O=[N+]([O-])c1nn(-c2ccc3c(c2)OCCO3)n(O)c1=NC1CCN(Cc2ccccc2)CC1 | i | 0.97
c1ccc(-c2noc(-c3cccnc3)n2)nc1 | i | 1.77
CCC(Oc1cc(Cl)ccc1Cl)C(=O)NNC(=O)CCC(=O)O (stereo not drawn) | i | -0.38
CCCn1c(=O)[nH]c(=O)c2c1nc(-c1ccc(C(F)(F)F)cc1)n2CCOC | i | -0.25
COCCNC(=O)C(OC(=O)CC1Sc2ccccc2NC1=O)c1ccncc1 (stereo not drawn) | i | -0.06
CC(C)(C)c1ccc(S(=O)(=O)Nc2cccc(C3OCCCO3)c2)cc1 | i | -0.55
COc1ccc(N(CC(=O)NC2CCCC2)C(=O)c2ccc(C)s2)c(OC)c1 | i | 1.02
Cc1sc(-c2ccncc2)nc1OC(=O)c1ccc(Cl)cc1 | i | -0.37
Cc1nnc2sc(-c3ccc(N(C)C)cc3)nn2c1=O | i | 1
O=C(Nc1nccs1)c1cc2c(s1)CCCCC2 | i | 0.23
CCCCn1c2c(c(=N)c3ccccc31)CCC2 | i | 0.28
COc1cccc(C2NC(c3cccc(OC)c3O)C(C)C(=O)C2C)c1O (stereo not drawn) | i | -0.93
Cc1cc2cc3c(cc2nc1SCC(=O)Nc1c(C)cccc1C)CCC3 | i | 0
CC(=O)c1c(N)c(C#N)c(C)n1-c1ccc(Br)cc1 | i | 0.5
Next records follow:
SMILES | KCNQ2 block | Kir21 inh
Cc1cc(C)c(S(=O)(=O)N(CC(=O)N2CCCC2)C2CCCCC2)c(C)c1 | i | -3.25
CNC[C@H](O)c1ccc(O)c(O)c1 | i | 1.33
COC(=O)c1cc(Cl)cc(Cl)c1OS(=O)(=O)N(C)C | i | 0
Nn1c(C2CCC2)nc2cc(Cl)ccc2c1=O | i | 1.47
CCS(=O)(=O)C1=NSC2=NC(=O)/C(=C\c3ccc(OS(=O)(=O)c4ccccc4)c(OC)c3)C(=N)N21 | i | 0.81
O=C(CSc1nc(-c2ccncc2)nn1CC(=O)N1CCCCC1)NC1CCCC1 | i | -1.27
CCCS(=O)(=O)N1CCCC(C(=O)Oc2ccccc2Cl)C1 (stereo not drawn) | i | -0.79
COc1ccc(-c2nnc3sc(CN4C(=O)c5ccccc5C4=O)nn23)cc1 | i | 1.02
Cc1ccc(NC(=O)Cn2c(=O)c3cccn3c3ccccc32)cc1 | i | 0.48
O=C(Nc1cccc([N+](=O)[O-])c1)C1C2CC/C=C\CCC21 (stereo not drawn) | i | -1.12
COC(=O)c1ccccc1NC(=O)C1CCCCC1C(=O)O (stereo not drawn) | i | 2.8
Cn1cnc([N+](=O)[O-])c1C(=O)Nc1cccc([N+](=O)[O-])c1 | i | -1.37
CC(C)(C)c1ccc(NC(=O)COC(=O)C2(C)CC2(Cl)Cl)cc1 (stereo not drawn) | i | 0.39
COc1cc2c(=O)n(CCC(=O)NCC3CCCO3)c(=O)n(CC(=O)Nc3ccc(C)cc3)c2cc1OC (stereo not drawn) | i | -0.17
Cc1csc(SCC(=O)NCc2ccc3c(c2)OCO3)n1 | i | 1.92
O=S1(=O)CCN2C=Nc3sc4c(c3C2=N1)CCCC4 | i | 0.04
Cc1ccc(SCC(=O)O/N=C(\N)c2cccnc2)cc1 | i | -0.42
Cc1nc2cc(NC(=O)C3COc4ccccc4O3)ccc2s1 (stereo not drawn) | i | 2.14
O=C(CCc1n[nH]c(=O)[nH]c1=O)N/N=C/c1ccco1 | i | -0.17
COc1ccc2c(C)cc(=S)[nH]c2c1 | i | -0.41
Cc1ccc(C)c2[nH]c(=O)c(CCNC(=O)c3ccc4c(c3)OCO4)cc12 | i | -1.28
Fc1ccc(C2N(c3ccccc3)C(=S)N3CCCN23)cc1 (stereo not drawn) | i | -2.66
Cc1cc(C(=O)C(=O)N(C)C)c(C)n1-c1ccc(Cl)cc1 | i | 0.14
CCOC(=O)c1cc(-c2ccc(N3CCOCC3)cc2)nn1-c1ccccc1C(=O)O | i | 0.01
CCC1CN(C(=O)NCc2ccc(F)cc2)c2cc(Cl)ccc2O1 (stereo not drawn) | i | 0.32
(cont.)
SMILES | KCNQ2 block | Kir21 inh
COc1ccc(Cl)cc1CN1CCN(c2nc(C)cc(C)c2C#N)CC1 | i | -2.62
Cc1ccc(Nc2nc(NCCO)c3ccccc3n2)cc1C | i | -6.87*
COc1ccc(CNC(=O)C(c2ccco2)N(C(=O)c2snc(C(N)=O)c2N)c2ccccc2OC)cc1 (stereo not drawn) | i | 0.61
O=C(Oc1ccc(OC(=O)c2ccco2)c(S(=O)(=O)c2ccc(Br)cc2)c1)c1ccco1 | i | -1.01
COc1ccccc1C1=NOC(C)(c2nnc(Cc3ccccc3)o2)C1 (stereo not drawn) | i | -1.82
Cc1ccccc1N1C(=O)C(Oc2ccc(Cl)cc2)C1CNCC1CCCO1 (stereo not drawn) | i | -0.04
COc1cc(C(=O)NCCc2cn3ccccc3n2)cc(OC)c1OC | i | 3.22
COc1cccc(CC(=O)NC2CCSc3ccccc32)c1 (stereo not drawn) | i | -1.23
COC(=O)c1ccccc1NC(=O)c1ccc(NC(=O)C2CCCO2)cc1 (stereo not drawn) | i | 1.06
C=CCN1C(=O)C2C(C(=O)NC3CCCC3)C3(C)C=CC2(O3)C1C(=O)NC1CCCC1 (stereo not drawn) | i | 0.83
CN(C(=O)c1ccc(Br)o1)C1(C)CCS(=O)(=O)C1 (stereo not drawn) | i | 1.05
C=CCn1c(SCC(=O)Nc2cc(C)on2)nnc1C1COc2ccccc2O1 (stereo not drawn) | i | 0.01
CSc1ccc(CNCC2CCCO2)cc1 (stereo not drawn) | i | 2.69
COc1cc([N+](=O)[O-])ccc1NC(=O)CCCOc1ccc(C)cc1 | i | -1.14
COc1ccc(/C=N/NC(=O)Cn2c(Cc3ccc(OC)c(OC)c3)nc3ccccc32)cc1OC | i | -1.21
Cc1ccc(CN2CCN(/N=C/c3ccc(C)s3)CC2)c(C)c1 | -7.91* | -0.45
Cc1cccc2cc(CN(CC3CCCO3)C(=O)c3cccs3)c(=O)[nH]c12 (stereo not drawn) | i | 0.68

Among those listed so far, these have an NH in an aromatic ring:
SMILES | KCNQ2 block | Kir21 inh
Cc1ccc(-c2n[nH]c(=S)n2/N=C\c2ccco2)cc1 | i | 0.52
O=c1nccc(N/N=C/c2ccccc2)[nH]1 | i | -0.04
Cc1[nH]oc(=O)c1N=Nc1ccccc1 | i | 0.01
CCCn1c(=O)[nH]c(=O)c2c1nc(-c1ccc(C(F)(F)F)cc1)n2CCOC | i | -0.25
O=C(CCc1n[nH]c(=O)[nH]c1=O)N/N=C/c1ccco1 | i | -0.17
COc1ccc2c(C)cc(=S)[nH]c2c1 | i | -0.41
Cc1ccc(C)c2[nH]c(=O)c(CCNC(=O)c3ccc4c(c3)OCO4)cc12 | i | -1.28
Cc1cccc2cc(CN(CC3CCCO3)C(=O)c3cccs3)c(=O)[nH]c12 (stereo not drawn) | i | 0.68
